BAZ2B block: inhibitors of human BAZ2B bromodomain | Q9UIF8 | AlphaScreen BAZ2B-H3K14Ac peptide displacement | Potency, µM (top dose mostly 114 µM), for the others: at the highest dose activity change, negative = inhibition, actives largely listed as inhibitors | 360,000 tested, 4.4% active | AID 504333; also: % is scaled to controls: 0 for no effect and ±100 for the full control effect; nearly all actives have a fitted effect of over 60% in size
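BAZ2B (50 nM) with biotin-H3(5-23)K14Ac peptide (50 nM) in PBS pH 7.4, 0.01% Tween-20, preformed 30 min, then compound 30 min at room temperature; top concentration 110uM. AlphaScreen streptavidin donor/nickel chelate acceptor beads (10 ug/mL final), 20 min dark, signal read.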
HP1b binding inh: HP1-beta chromodomain-methylated histone interaction inhibition; AID 540317; 390,000 tested, 0.56% active; Potency, µM (doses to about 114 µM), for inactives: top-dose activity change, negative = inhibition, actives largely listed as inhibitors; P83916; AlphaScreen HP1-beta / biotin-H3K9me3 peptide binding; also: nearly all actives have a fitted effect of over 70% in size; inactives centre near 23
Target sequence (P83916 whole entry, looked up): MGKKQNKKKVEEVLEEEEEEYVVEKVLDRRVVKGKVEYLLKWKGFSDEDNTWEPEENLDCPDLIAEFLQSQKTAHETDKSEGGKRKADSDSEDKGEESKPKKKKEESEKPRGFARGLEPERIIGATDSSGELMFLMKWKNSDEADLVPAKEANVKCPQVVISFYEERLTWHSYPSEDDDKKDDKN
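AlphaScreen: HP1-beta (50 nM) preformed 30 min with biotin-H3(1-18)K9me3 peptide (50 nM) in PBS pH 7.4, 0.01% Tween-20. Compound added for 30 min at RT, then streptavidin donor/nickel chelate acceptor beads (10 ug/mL) for 30 min.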
Tb PGK inh: T. brucei PGK inhibition; P07378; PGK/GAPDH coupled, Kinase-Glo luminescence, 60 min; Potency, µM (top dose mostly 57.5 µM), inactives show at the top dose activity change, negative = inhibition, usual class: inhibitors; 380,000 tested, 0.043% active; also: % is scaled to controls: 0 for no effect and ±100 for the full control effect; nearly all actives have a fitted effect of over 60% in size
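Recombinant glycosomal PGK reaction used 1,3-bisphosphoglycerate generated in-well by GAPDH (100nM final) in 100mM TEA pH 7.6, 5mM MgCl2, 0.01% Tween-20. After 60 minutes at room temperature, ATP was read by Kinase-Glo Plus luminescence end-point.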
BLM helicase inh: blocks DNA unwinding by human BLM helicase. P54132. recombinant BLM DNA unwinding, fluorescence dequenching. Potency, µM (doses to about 56.1 µM), without a hit: top-dose activity change, negative = inhibition, most hits filed as inhibitors. 350,000 tested, 0.2% active. AID 2528;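 also: plate controls were vehicle for no effect and no enzyme for full effect; nearly all actives have a fitted effect of over 35% in size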
POLI inh: blocks human DNA polymerase iota activity; 390,000 tested, 1% active; AID 588590; Potency, µM (top dose mostly 115 µM), without a hit: at the top dose activity, negative = inhibition, usual class: inhibitors; Pol iota fluorescent replication assay, 10 min; Q9UNA4
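Fluorescent replication assay read twice, at 0 min and 10 min after adding 50 nM (final) substrate. Enzyme (10 nM) and compounds were first incubated 15 min at room temperature; enzyme-free buffer wells were negative controls.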
GLS inh: blocks human kidney-isoform glutaminase activity. AID 624170. O94925. Potency, µM (highest dose often 45.5 µM), for the others: top-dose activity change, negative = inhibition, actives largely listed as inhibitors. GLS enzymatic activity, qHTS titration. 410,000 tested, 0.21% active; also: % is scaled to controls: 0 for no effect and ±100 for the full control effect
Target sequence (O94925 whole entry, looked up, canonical isoform): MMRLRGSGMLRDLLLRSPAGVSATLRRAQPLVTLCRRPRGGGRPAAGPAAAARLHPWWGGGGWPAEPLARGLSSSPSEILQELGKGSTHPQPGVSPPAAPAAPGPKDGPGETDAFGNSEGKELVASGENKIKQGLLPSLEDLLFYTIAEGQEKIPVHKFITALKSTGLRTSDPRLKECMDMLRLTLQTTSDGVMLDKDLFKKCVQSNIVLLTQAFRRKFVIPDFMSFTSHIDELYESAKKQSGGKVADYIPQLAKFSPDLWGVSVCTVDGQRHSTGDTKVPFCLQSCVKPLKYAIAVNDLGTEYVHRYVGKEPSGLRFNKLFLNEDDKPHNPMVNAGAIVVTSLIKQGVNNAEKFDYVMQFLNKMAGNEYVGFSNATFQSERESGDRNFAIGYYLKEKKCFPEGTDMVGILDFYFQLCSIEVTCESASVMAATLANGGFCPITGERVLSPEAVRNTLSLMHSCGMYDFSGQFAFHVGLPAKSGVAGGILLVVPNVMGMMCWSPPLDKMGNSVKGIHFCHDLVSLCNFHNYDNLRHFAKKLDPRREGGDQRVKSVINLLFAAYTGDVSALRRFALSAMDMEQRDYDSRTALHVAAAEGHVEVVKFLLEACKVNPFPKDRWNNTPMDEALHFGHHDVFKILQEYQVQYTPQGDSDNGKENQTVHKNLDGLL
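Read-out is an Amplex red fluorescence increase coupled through glutamate oxidase and HRP, measured before and after 30 min room-temperature incubation. hKGA is in 45 mM KH2PO4 (pH 8.2) with 0.02% Tween-20; glutamine added as 1mM solution.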
JMJD2A Tudor inh: inhibitors of human JMJD2A Tudor domain. AlphaScreen JMJD2A-Tudor / H3K4me3 peptide binding. AID 504339. 390,000 tested, 4.4% active. Potency, µM (doses to about 114 µM), for the others: at the highest dose activity change, negative = inhibition, hits mostly inhibitors. O75164; also: % is scaled to controls: 0 for no effect and ±100 for the full control effect; nearly all actives have a fitted effect of over 50% in size
Pin1 inh: blocks the human prolyl isomerase Pin1 | Q13526 | Pin1 FP peptide displacement, HiFluor488, 10 min | Potency, µM (top dose mostly 115 µM), without a hit: at the top dose activity, negative = inhibition, most hits filed as inhibitors | 390,000 tested, 0.009% active; active = well fitted inhibition curve with a large enough effect in the polarisation, with a control signal flat, not every such curve was filed as active; inconclusive = small, poorly fitted or top-dose-only effect, or effect the other way, or a change in a side signal; inactive = no such curve, though single readings can be large or run the other way; the % refers to the polarisation; also: % is scaled to controls: 0 for no effect and ±100 for the full control effect
Target sequence (Q13526 whole entry, looked up): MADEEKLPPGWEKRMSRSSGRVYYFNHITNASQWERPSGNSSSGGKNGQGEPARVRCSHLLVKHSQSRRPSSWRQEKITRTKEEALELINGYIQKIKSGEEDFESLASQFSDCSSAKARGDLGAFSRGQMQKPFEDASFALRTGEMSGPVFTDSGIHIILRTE
G9a inh: inhibitors of human histone lysine methyltransferase G9a | Q96KQ7 | G9a H3K9 monomethylation, AlphaScreen, 2 h | Potency, µM (highest dose often 102 µM), for inactives: at the top dose activity, negative = inhibition, hits mostly inhibitors | 350,000 tested, 8.8% active; also: % is scaled to controls: 0 for no effect and ±100 for the full control effect; nearly all actives have a fitted effect of over 75% in size
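Signal arises when biotinylated H3K9 peptide, once monomethylated, bridges streptavidin donor and antibody-captured acceptor beads. Enzyme at 20 nM was preincubated 15 min with test compounds; peptide 500 nM and SAM 20 uM then reacted for 2 h.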
Numbers without * were called inactive; i = inactive; ? = inconclusive; nt = not tested or not shown; & = joins results of further samples; [ ] = dose if it differs, or a comment. Unless noted, calls follow the shape of the dose curve; as a rule, active = well fitted curve in the direction sought with a large enough effect; inconclusive = small, poorly fitted or top-dose-only effect, or another doubt; inactive = no such curve, though single readings can be large; an effect the other way counts as inactive or inconclusive. Potency is read from the fitted curve at half-maximal effect. This is a subset, so the mix of outcomes need not match the whole.

Second line of a record – BAZ2B block | HP1b binding inh | Tb PGK inh | BLM helicase inh | POLI inh | GLS inh | JMJD2A Tudor inh | Pin1 inh | G9a inh
C=C[C@@H]1C2=CCOC(=O)C2=CO[C@H]1O[C@@H]1O[C@H](CO)[C@@H](O)[C@H](O)[C@H]1O
    2% | 37%[activator] | -8% | nt | 19% | 1% | -6% | -10% | -12%[2.33 µM]
O=C(c1cc(S(=O)(=O)N2CCC3(CC2)OCCO3)ccc1F)N1CCC2(CC1)OCCO2
    nt | 21% | -4% | 0% | -9% | -3% | 3% | 0% | -25%
Cc1ccc(OP(N)(=O)Oc2ccc(C)cc2)cc1
    -4% | 41%[activator] | 9% | 0% | 47%[activator] | -7% | -3% | 5% | -1%
Cc1c(C(=O)C(=O)N2CCC3(CC2)OCCO3)c2ccccc2n1C
    -15% | 19% | i | -1% | 109%[activator] | -12% | -4% | -4% | -25%
COc1ccc(C(=O)OC2C[C@H]3CC[C@@H](C2)N3O)cc1OC (stereo partly drawn)
    -4% | -11% | -2% | 0% | 17% | 18% | -17% | 3% | 6%
CCC(C)C(=O)N[C@@H](c1ccccc1)[C@@H](O)C(=O)O[C@H]1C[C@@]2(O)[C@@H](OC(=O)c3ccccc3)C3[C@](C)(C(=O)[C@H](OC(C)=O)C(=C1C)C2(C)C)[C@@H](O)C[C@H]1OC[C@@]31OC(C)=O (stereo partly drawn)
    ? | 30% | -6% | -1% | -12% | -1% | -8% | 1% | nt
COc1ccc(CCNC(=O)c2ccc3c(c2)N=C(C)c2cc(C)ccc2S3)cc1OC
    -31% | -4% | -3% | -6% | 6% | -12% | ? | 14% | -50%[59 µM]
O=C1C2CCCN2C(c2ccc(Cl)cc2)N1c1ccccn1 (stereo not drawn)
    6% | 32%[activator] | -6% | -6% | 7% | 1% | 11%[57.1 µM] | -1% | -12%[59 µM]
O=C(c1ccccc1F)c1cn(CC(=O)N2CCOCC2)c2ccccc12
    2% | -9% | 3% | -2% | 17% | 7% | ? | 5% | 17%
CCC(C)n1c(O)c(/C=N/N2CCOCC2)c(=O)[nH]c1=S (stereo not drawn)
    -26% | 9% | i | -2% | 82%[activator] | ? | -30% | 10% | ?
O=P(O)(O)c1ccccc1OCCOCCOCCOCCOc1ccccc1P(=O)(O)O
    -34% | 47%[activator] | -4% | 0% | -1% | 4% | -8% | ? | 10µM*
CC(=O)c1cn(CC(=O)NCCc2c[nH]c3ccccc23)c2ccccc12
    7% | 22% | -6% | 3% | 23% | 3% | -5% | 2% | nt
O=C1NC(=O)C(=Cc2cc3c(cc2[N+](=O)[O-])OCO3)C(=O)N1
    -29% | 0% | i | -8% | ? | -5% | -35% | -16% | 7.9µM*
COc1cc2c(cc1OC)C(C)N(C(=O)c1nccnc1C(=O)O)CC2 (stereo not drawn)
    ? | -10% | -11% | -9% | 40%[activator] | -13% | 50µM* | 18% | ?
CCn1c(O)c(C=NCc2cccs2)c(=O)[nH]c1=O
    -4% | -3% | -2% | 1% | 27% | 10% | ? | -5% | -1%
CCc1nc2ccccc2c(=O)n1-c1cccc(OC)c1
    25% | 21% | 0%[11.5 µM] | -2% | -9% | 3% | -3% | 5% | -1%[59 µM]
Cn1c(O)c(/C=C2\C=Nc3ccccc32)c(=O)n(C)c1=O
    -18% | 16% | -4% | 2% | 3% | -2% | -5% | ? | ?
CCCOC(=O)c1ccc(-[n+]2c(-c3ccccc3)cc(-c3ccccc3)cc2-c2ccccc2)cc1
    -22% | -3% | 4% | nt | -8% | 15% | ? | 1% | -12%[2.33 µM]
CC(C)(C)c1cc(OC(=O)Cc2ccccc2)ccc1O
    -28% | 18% | 4% | -12% | ? | 3% | -18% | ? | -49%
Cc1cc(=O)oc2c(C)c(OCC(=O)N3C[C@H]4C[C@@H](C3)c3cccc(=O)n3C4)ccc12
    4%[57.1 µM] | 18% | 7% | 3% | 25% | 1% | -20% | -8% | nt
C=CCN1C(=O)/C(=C/c2ccc(N3CCOCC3)o2)C(=O)NC1=S
    ? | 7% | -3% | -17% | ? | -3% | -12% | ? | ?
O=C(C1CCCO1)N1CCC2(CC1)OCCO2 (stereo not drawn)
    -36% | 37% | -7% | 2% | 5%[58.9 µM] | 1% | 5% | 4% | 4%
COC(=O)C1=C(c2cc3ccccc3s2)C[C@@H]2CC[C@H]1N2C(=O)NCc1ccco1
    nt | ? | 1% | nt | 12% | 5% | ? | -2% | nt
Cc1noc(C)c1CC(=O)N1CCCC(N2CCN(c3ccccc3F)CC2)C1 (stereo not drawn)
    nt | 17% | -6% | nt | -4% | 0% | -6% | -8% | nt
CCn1c(O)c(N=Nc2cccc(S(=O)(=O)N3CCOCC3)c2)c(=O)n(CC)c1=S
    ? | -9% | -2% | 1% | 4% | 1% | ? | -6% | 15%[12.7 µM]
CCCCNC(=O)CN1C(=O)CN=C(c2ccccc2)c2ccccc21
    5% | 38%[activator] | -1% | 0% | 39%[activator] | 1% | -6% | 2% | -27%[12.7 µM]
CCCCC(=O)c1c(O)c2ccccc2oc1=O
    -11% | 19% | -7% | -4% | ? | 11% | ? | -4% | 45µM*
N=c1n(CCO)c2ccccc2n1Cc1ccccc1
    4% | 19% | -3% | -8% | -2% | -3% | -27% | 0% | 3%
O=c1[nH]c(=O)n(CCc2ccc(F)cc2)c(O)c1/C=N/N1CCCCC1
    -2% | 15% | -4% | 0% | 29% | -30% | -10% | 4% | -27%
CCN(CC)Cc1c[nH]c2ccccc12
    ? | 1% | 2% | -7% | 26% | 27% | -30% | 4% | ?
C=CCN1C(=O)NC(=O)/C(=C/c2cnc(SC)nc2)C1=O
    4% | -49% | -8% | 0% | 2% | -10% | 79µM* | 4% | ?
C=CCn1c(O)c(/C=C2/C=c3ccccc3=N2)c(=O)[nH]c1=S
    -9% | 24% | 1% | -11% | ? | 5% | -4% | 29% | nt
C=C(C)[C@@H]1[C@H]2OC(=O)[C@H]1[C@]1(O)C[C@H]3O[C@]34C(=O)O[C@H]2[C@]14C
    nt | 19% | -1% | nt | 10% | -4% | -19% | 4% | nt
CC1(C)N2CC3([N+](=O)[O-])CN1CC([N+](=O)[O-])(C2)C3
    -1% | 18% | 1% | -3% | 28% | 0% | -13% | -4% | nt
COc1ccc(-c2nn(CCC#N)cc2C(=O)Nc2ccccc2Br)cc1[N+](=O)[O-]
    -31% | -23% | 0% | -14% | 23% | -2% | -36% | nt | 1%
O=S(=O)(O)C(=Cc1ccccc1)c1ccccc1 (tested in a mixture with another compound)
    nt | 34%[activator] | -2% | nt | 9% | 32%[activator] | -7% | 0% | nt
CC1CCC(NCCc2ccc3c(c2)OCO3)CC1 (stereo not drawn)
    ? | ? | nt | 0% | -16% | -3% | 3.2µM* | -11% | ?
CCOCC1(CCc2ccccc2)C(=O)NC(=S)NC1=O
    nt | 18% | 0% | nt | 68%[activator] | -1% | -3% | -2% | nt
COc1cc(/C=C2\C[C@H]3[C@@H]4CC=C5C[C@@H](N6CCCC6)CC[C@]5(C)[C@H]4CC[C@]3(C)[C@H]2O)cc(OC)c1OC
    nt | -8% | -10% | nt | -2% | ? | -20% | 28% | nt
CCOC(=O)c1c(NC(=O)c2ccc(OC)cc2)sc2c1CCCCC2
    3% | 57% | -7% | -3% | 34%[activator] | -5% | 18% | 4% | ?
COC(=O)N1C(c2ccccc2)C1c1ccccc1 (stereo not drawn)
    17% | 42%[activator] | 14% | -4% | 78%[activator] | 1% | 16% | -2% | 35%
CCS(=O)(=O)N1CCC(C(=O)N2CCC3(CC2)OCCO3)CC1
    -4% | 10% | -6% | -2% | 1% | -3% | -8% | 2% | -18%[12.7 µM]
Cc1cc(C)c(S(=O)(=O)NCC2CCC(C(=O)N3CCC4(CC3)OCCO4)CC2)c(C)c1 (stereo not drawn)
    8% | 3% | -5% | -2% | 14% | -4% | -7% | 2% | -4%[12.7 µM]
N/C(=N/[N+](=O)[O-])N1CCN(C(=O)Oc2ccc([N+](=O)[O-])cc2)CC1
    -5% | 24% | nt | -2% | ? | -1% | -11% | -4% | -9%
C[C@@]12N[C@@H](Cc3ccccc31)c1ccccc12
    nt | 25%&37% | -8%&7% | nt | -20%&18% | -1%&-2% | -16%&-8% | 0%&1% | nt
COc1cc(N2CCOCC2)ccc1/C=C1\C(=O)NC(=O)N(Cc2ccc3c(c2)OCO3)C1=O
    ? | -10% | -11% | -4% | 98%[activator] | 98%[activator] | -31% | 41%[activator] | 40µM*
O=C(c1ccc(Cl)cc1)C1CCCN(Cc2ccc3nonc3c2)C1 (stereo not drawn)
    22% | 64%[activator] | -2% | -9% | -14% | -3% | 17% | 3% | 96%[activator]
CN(C)C(=O)Oc1ccc(NC(=O)N2CCOCC2)cc1
    -4% | 32% | -10% | 4% | 25% | -11% | -5% | -7% | 54%[activator]
CC1CCCN(CC(=O)c2ccc(Cl)c(Cl)c2)C1 (stereo not drawn)
    ? | 65%[activator] | -2% | -7% | -1% | 4% | -6% | -3% | 25µM*
NCCc1c(Cc2ccccc2)[nH]c2ccccc12
    nt | -7% | -1% | nt | 34%[activator] | 0% | -20% | -4% | nt
COC(=O)C1=C(c2ccc(F)cc2F)C[C@@H]2CC[C@H]1N2C(=O)N1CCCCC1
    -4% | 38% | -3% | nt | 6% | -12% | -2% | -5% | 14%[2.33 µM]
N[C@@H](Cc1ccc(N(CCCl)CCCl)cc1)C(=O)O
    -27% | 25% | -2% | -7% | -17% | 11%&36% | -27% | 1% | 7.9µM*
NC(=Nc1ccccc1)Nc1ccccc1
    2% | 26% | -9% | -2%&-4% | 34%[activator] | 2% | -8% | -7% | 6%

Random excerpt: two compounds from above, in no set order.
Second line of a record – BAZ2B block | HP1b binding inh | Tb PGK inh | BLM helicase inh | POLI inh | GLS inh | JMJD2A Tudor inh | Pin1 inh | G9a inh
CCCCC(=O)c1c(O)c2ccccc2oc1=O
    -11% | 19% | -7% | -4% | ? | 11% | ? | -4% | 45µM*
O=C(c1ccccc1F)c1cn(CC(=O)N2CCOCC2)c2ccccc12
    2% | -9% | 3% | -2% | 17% | 7% | ? | 5% | 17%

Screening data as filed in PubChem.
